# Menin-MLL TR inh = menin-MLL binding inhibition, Texas Red mutant peptide. 270,000 tested, 0.23% active. Potency, µM (doses to about 61.6 µM), for inactives: at the top dose FP activity change, negative = inhibition, hits mostly inhibitors. Menin + Texas Red MLL mutant peptide, fluorescence polarization. AID 1768. O00255; active = well fitted inhibition curve with a large enough effect in the polarisation, with a control signal flat, not every such curve was filed as active; inconclusive = small, poorly fitted or top-dose-only effect, or effect the other way, or a change in a side signal; inactive = no such curve, though single readings can be large or run the other way; the % refers to the polarisation; note: potency is the fitted concentration of half-maximal effect; % of control where 0% means no effect; many of its hits are not listed in these tables
# PKM2 act = increases activity of human pyruvate kinase M2 | P14618 | purified PKM2, Kinase-Glo ATP luminescence, activation; response scale: 0% is enzyme alone, no compound | Potency, µM (series often up to 57.5 µM), inactives show at the top dose activation, actives largely listed as activators | 260,000 tested, 0.34% active | AID 1631; note: potency is the fitted concentration of half-maximal effect; % is set by controls: 0 for no effect and ±100 for the full control effect; nearly all actives have a fitted effect of over 55% in size
#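 Purified hPK-M2 (>95% pure) converted ADP (0.1 mM final) to ATP with 0.5 mM PEP in 50 mM imidazole pH7.2, KCl, MgCl2, Tween 20, BSA; 1 h at room temperature. ATP detected by Kinase-Glo luminescence.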
# USP2a inh = blocks human ubiquitin-specific protease USP2a; O75604; USP2 core, Ub-CHOP2 coupled fluorogenic reporter, 485/531; Potency, µM (highest dose often 38.3 µM), inactives show at the top dose activity change, negative = inhibition, hits mostly inhibitors; 330,000 tested, 0.01% active; AID 463254;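 note: potency is the fitted concentration of half-maximal effect; plate controls were DMSO wells for no effect and full inhibition by NEM control for full effect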
# Target sequence (O75604 whole entry, looked up): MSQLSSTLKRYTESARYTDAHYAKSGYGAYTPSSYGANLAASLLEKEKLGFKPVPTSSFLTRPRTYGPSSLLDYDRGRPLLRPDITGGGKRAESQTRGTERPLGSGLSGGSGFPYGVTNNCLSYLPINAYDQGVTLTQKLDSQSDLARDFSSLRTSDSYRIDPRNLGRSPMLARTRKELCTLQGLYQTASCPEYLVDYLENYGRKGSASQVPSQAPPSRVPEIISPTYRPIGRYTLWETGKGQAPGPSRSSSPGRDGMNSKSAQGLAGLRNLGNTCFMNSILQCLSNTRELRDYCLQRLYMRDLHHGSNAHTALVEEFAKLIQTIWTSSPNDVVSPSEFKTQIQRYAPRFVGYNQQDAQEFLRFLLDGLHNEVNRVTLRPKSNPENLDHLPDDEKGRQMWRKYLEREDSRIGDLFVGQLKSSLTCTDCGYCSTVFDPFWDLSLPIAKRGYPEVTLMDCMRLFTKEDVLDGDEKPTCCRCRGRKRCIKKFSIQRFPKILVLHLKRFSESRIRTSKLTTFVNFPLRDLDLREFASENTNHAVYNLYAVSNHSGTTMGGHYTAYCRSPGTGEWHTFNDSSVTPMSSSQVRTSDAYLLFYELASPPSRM
#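 Deubiquitinase activity read as fluorescence (485/531 nm) after Ub-CHOP2 cleavage activates the enterokinase reporter on its substrate; USP2 core 10nM, Ub-CHOP2 and substrate 25nM each, 30min compound preincubation then 60min RT; data normalized to NEM, curves fitted.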
# MBNL1-CUG inh = MBNL1-poly(CUG) RNA binding inhibition; Q9NR56; TR-FRET MBNL1-His/biotin-(CUG)12 binding, 665/545 ratio; Potency, µM (top dose mostly 57.5 µM), without a hit: at the highest dose activity change, negative = inhibition, hits mostly inhibitors; 280,000 tested, 0.036% active; active = well fitted inhibition curve with a large enough effect in the signal ratio, with a control signal flat, not every such curve was filed as active; inconclusive = small, poorly fitted or top-dose-only effect, or effect the other way, or a change in a side signal; inactive = no such curve, though single readings can be large or run the other way; the % refers to the signal ratio; note: potency is the fitted concentration of half-maximal effect; % is set by controls: 0 for no effect and ±100 for the full control effect
# Target sequence (Q9NR56 whole entry, looked up): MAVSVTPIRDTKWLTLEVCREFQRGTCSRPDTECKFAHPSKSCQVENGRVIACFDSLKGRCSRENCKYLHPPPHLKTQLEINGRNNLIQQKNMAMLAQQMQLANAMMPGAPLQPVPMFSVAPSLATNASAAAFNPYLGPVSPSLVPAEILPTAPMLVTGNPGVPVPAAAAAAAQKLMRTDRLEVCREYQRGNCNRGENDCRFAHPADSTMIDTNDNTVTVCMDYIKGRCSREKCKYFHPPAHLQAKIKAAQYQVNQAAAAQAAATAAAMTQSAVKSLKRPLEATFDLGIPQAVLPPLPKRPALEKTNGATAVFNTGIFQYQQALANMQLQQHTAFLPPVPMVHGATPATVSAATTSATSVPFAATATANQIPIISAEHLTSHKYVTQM
#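 TR-FRET readout: Ex 340 nm, 665/545 nm emission ratio, normalized to buffer-only (basal) and MBNL1-(CUG)12 controls. Complex of MBNL1-His with Biotin-(CUG)12, compounds 92 nM–58 uM, incubated 60 min at room temperature.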
# ASM inhibitor = blocks human secretory acid sphingomyelinase; P17405; placental ASM, HMU-PC fluorogenic substrate, 60 min; Potency, µM (highest dose often 57.5 µM), for the others: at the highest dose activity change, negative = inhibition, usual class: inhibitors; 340,000 tested, 0.006% active; AID 504937; note: potency is the fitted concentration of half-maximal effect
#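 Human placenta-derived ASM enzyme was preincubated with compound for 10 minutes at room temperature, then given fluorogenic substrate HMU-PC0 (9 uM final) for 60 minutes at 37 °C; a pH 10 stop preceded fluorescence reading at Ex 386/Em 447 nm.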
# Eya2 phos inh = inhibitors of human Eya2 phosphatase activity. O00167. recombinant Eya2, OMFP fluorescence dephosphorylation (OMFP is methylfluorescein phosphate). Potency, µM (doses to about 76.9 µM), for inactives: at the top dose activity, negative = inhibition, hits mostly inhibitors. 330,000 tested, 0.006% active. AID 488837; note: potency is the fitted concentration of half-maximal effect; % is set by controls: 0 for no effect and ±100 for the full control effect
#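 Eya2 protein (added as 0.2 uM solution) was preincubated with compound for 10 min at ambient temperature in 50 mM HEPES pH 7.5, 50 mM NaCl, 5 uM MgCl2, 0.05% BSA, 1 mM DTT. OMFP (added at 50 uM) then reacted 10 min; fluorescence read at 485/525 nm.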
# BCR signal inh = inhibitors of chronic active B-cell receptor signaling | AID 493014 | 340,000 tested, 0.05% active | Potency, µM (doses to about 46.1 µM), for the others: at the top dose ratio change, negative = lower green/red ratio, usual class: inhibitors | ABC-DLBCL IkBa-CBG/CBR reporter, luminescence ratio, 4 h; active = well fitted inhibition curve with a large enough effect in the signal ratio, with a control signal flat, not every such curve was filed as active; inconclusive = small, poorly fitted or top-dose-only effect, or effect the other way, or a change in a side signal; the % refers to the signal ratio;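 note: potency is the fitted concentration of half-maximal effect; plate controls were basal doxycycline-induced cells for no effect and cells given 10 µM MG132 for full effect; MG132 reads +100%, hits lower the ratio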
#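 Doxycycline induced both beetle luciferases in TMD8 lymphoma cells; IKK-driven degradation limits the IkappaBalpha-fused green signal, while red luminescence normalises for cell number and nonspecific effects. Compounds tested up to 46 uM, 4 hrs.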
# TSHR antag = human thyrotropin receptor antagonism | P16473 | TSHR-expressing cells, TSH-stimulated cAMP HTRF, 2 h; stronger effect = lower value | activity change, negative = inhibition, % at 11.5 µM | 330,000 tested, 0.2% active | AID 504810;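 active = activity change below a set negative limit, meaning inhibition stronger than a set level, cut at about -70% in these data; inconclusive = activity change between two set negative limits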; note: % is set by controls: 0 for no effect and ±100 for the full control effect
#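 Inhibition of cAMP made by TSHR-expressing cells under TSH stimulation (4nM final, EC80; 2 h, 37 deg C) is quantified with a one-step lysis HTRF kit, anti-cAMP cryptate versus cAMP-d2.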
# GALK inh = galactokinase (human) inhibition; P51570; Potency, µM (highest dose often 57.5 µM), without a hit: top-dose activity change, negative = inhibition, hits mostly inhibitors; 270,000 tested, 0.007% active; Purified GALK, Kinase-Glo residual ATP luminescence; note: potency is the fitted concentration of half-maximal effect; % is set by controls: 0 for no effect and ±100 for the full control effect
#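 Compounds were pin-transferred into ATP buffer (35 uM final), then GALK plus galactose (5 nM, 100 uM final) was added. After 1 h at room temperature, Kinase-Glo Plus was added and luminescence read after 10 min.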
# Mito fusion yeast = inhibitors of mitochondrial division or activators of mitochondrial fusion. S. cerevisiae fusion-defective mutant growth rescue, CellTiterGlo 48 h. Potency, µM (doses to about 46.1 µM), without a hit: top-dose growth rescue (activation), actives largely listed as activators. 320,000 tested, 0.23% active. AID 485298;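 note: potency is the fitted concentration of half-maximal effect; % of control where 0% means no effect; nearly all actives have a fitted effect of over 45% in size; temperature-sensitive fusion mutants such as fzo1-1 at 37 °C on non-fermentable ethanol glycerol medium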
#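 S. cerevisiae fusion-defective temperature-sensitive mutants (e.g. fzo1-1, mgm1-5) grown 48 h at 37C in YPEG (ethanol/glycerol non-fermentable) medium with 23 nl compound per well; growth rescue read as CellTiterGlo luminescence.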
# KCNH2 WT inh = inhibitors of human wildtype KCNH2 potassium channel. U2OS, BacMam KCNH2, thallium flux FluxOr; stronger effect = lower value. activity change, % at 1.84 µM. 340,000 tested, 0.37% active. AID 720551;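 active = maximum activity change below -70%; inconclusive = maximum activity change between -70% and -50%; inactive = maximum activity change above -50%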; note: % is set by controls: 0 for no effect and ±100 for the full control effect
#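 U2OS cells transduced with wild-type KCNH2 virus are loaded with FluxOr dye for 45 min, and thallium flux is measured in kinetic reads before and after stimulation buffer. Rate constants are normalized to DMSO controls.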
# * = called active by the depositor; ? = inconclusive; · = no result given; [ ] = another dose, or the depositor's remark. Unless noted, calls come from the whole dose curve; as a rule, active = well fitted curve in the direction sought with a large enough effect; inconclusive = small, poorly fitted or top-dose-only effect, or another doubt; inactive = no such curve, though single readings can be large; an effect the other way counts as inactive or inconclusive. Not all compounds are listed; count on the stated rates, not on these rows.
SMILES,Menin-MLL TR inh,PKM2 act,USP2a inh,MBNL1-CUG inh,ASM inhibitor,Eya2 phos inh,BCR signal inh,TSHR antag,GALK inh,Mito fusion yeast,KCNH2 WT inh
Cc1ccc(S(=O)(=O)n2nc(C)c(C#N)c2N)cc1,31%[activator],17%,1%,-8%,0%,4%,0%,13,2%,0%,1
CC(C)C1COS(=O)(=O)NC1CC(=O)SC(C)(C)C (stereo unspecified),3%,0%,4%,5%,1%,-3%,4%,-3,·,-2%,-8
Cc1ccc(S(=O)(=O)N2CCCN(C(=O)CNC(=O)c3cccc(C)c3)CC2)cc1,·,·,0%,·,1%,13%,3%,-6,·,-7%,-3
O=C(NNc1ccccc1)C(CCO)C(=O)NNc1ccccc1,-15%,-2%,4%,-1%,-1%,10%,1%,0,4%,24%,-10
COc1ccc(NC(=O)C(=O)N/N=C/c2cc(C)n(-c3cccc(Cl)c3Cl)c2C)c(OC)c1,-12%,-18%,2%,-2%,-3%,8%,?,19,-2%,1%,6
CCOC(=O)c1cc(NC(=O)N(C(C)C)C2CCCCC2)c(C)nc1C,-14%,·,2%,-1%,7%,16%,5%,-2,-1%,-4%,2
O=C(CN(Cc1ccccc1)C(=O)c1ccco1)NCc1ccc(F)cc1,-5%,1%,3%,-3%,-2%,17%,-1%,1,3%,8%,4
Cc1cccc(NC(=O)CSc2nc(C)c(Cc3ccccc3)c(=O)[nH]2)c1C,?,-1%,11%,-3%,·,5%,?,-5,-3%,22%,·
CCn1c(SCC(=O)Nc2ccc3[nH]c(=O)[nH]c3c2)nnc1-c1ccccc1,·,0%,0%,-11%,3%,13%,-5%,-3,-1%,-2%,2
Nc1ccnc(C(F)(F)F)c1C(=O)c1ccccc1,-17%,5%,4%,0%,2%,13%,5%,8,-1%,0%,-2
O=Cc1c(NCCN2CCOCC2)c2ccccc2[nH]c1=O,3%,-3%,0%,-11%,2%,8%,?,7,3%,0%,-3
COc1ccccc1NC(=O)Cn1cncc1-c1ccc([N+](=O)[O-])cc1,40%[activator],-2%,-2%,?,-1%,-8%,-9%,3,-1%,-1%,0
Cc1ccc(OCc2nnc(N)s2)cc1C,·,0%,0%,-10%,-2%,?,-5%,-11,·,5%,1
O=C(NCc1ccccc1Cl)C(=O)c1c[nH]c2ccccc12,?,-2%,-2%,4%,1%,-1%,?,-6,2%,24%,30
COC(=O)Cc1c(O)ccn(Cc2cccc3ccccc23)c1=O,4%,-4%,2%,13%,0%,2%,11%,11,-3%,-1%,4
Cc1ccccc1CC1(CO)CCCN(Cc2nc(-c3cccs3)oc2C)C1 (stereo unspecified),-12%,4%,-3%,11%,2%,-14%,-6%,2,0%,3%,19
Cc1cc(NC2C3CC4CC(C3)CC2C4)n2nnnc2n1 (stereo unspecified),-1%,3%,5%,10%,-1%,-1%,?,-12,3%,-3%,5
CC(NC(=O)c1ccc(F)cc1)c1nc2ccccc2n1Cc1ccccc1F (stereo unspecified),-1%,-2%,-1%,0%,3%,6%,-25%,-2,-4%,4%,-17
CC(OC(=O)C1CCN(c2ccc(C(F)(F)F)cn2)CC1)C(=O)Nc1ccc(S(N)(=O)=O)cc1 (stereo unspecified),·,-1%,1%,5%,-16%,8%,-12%,1,-1%,6%,10
O=C(O)CCCNC(=O)CCCNC(=O)C(c1ccccc1)c1ccccc1,12%,-2%,1%,0%,5%,-11%,6%,27,·,-5%,-9
O=C(/C=C/c1ccccc1Cl)c1ccccc(=O)c1O,?,20%,-2%,-6%[11.5 µM],-1%,5%,?,18,·,?,-2
CSc1ccccc1C(=O)NC1CCCN(Cc2ccccc2F)C1 (stereo unspecified),?,1%,-1%,-2%,3%,-6%,-5%,-2,0%,-5%,-4
O=S(=O)(c1ccc(-n2cnnn2)cc1)N1CCNCC1,·,·,-2%,-1%,10%,-2%,-12%,7,-1%,2%,31
O=C(Nc1cccc([N+](=O)[O-])c1)C1CC(=O)N(C2CCCCC2)C1 (stereo unspecified),16%,-2%,-1%,?,-1%,-3%,5%,12,1%,4%,-1
N=C1C(=O)OCC1c1ccccc1NC(=O)c1ccc(F)cc1 (stereo unspecified),13%,0%,1%,6%,4%,-5%,3%,0,2%,0%,1
CN1CCN(CC(=O)Nc2ccc(Cl)cc2Cl)CC1,-7%,7%,-1%,0%,0%,-22%,22%,-1,-3%,-3%,-24
CC1CCCCN1Cc1c(O)ccc2c(=O)c(-c3ccc(Br)cc3)coc12 (stereo unspecified),2%,·,-4%,14%,42%,1%,-2%,-7,1%,15%,24
CC1(C)CC(=O)C(CC(=O)Nc2cc(C(F)(F)F)ccc2Cl)C(=O)C1,1%,-1%,4%,-7%,-1%,-22%,8%,-5,-3%,11%,5
Cc1nn(-c2ccccc2)c(C)c1NC(=O)COc1ccc([N+](=O)[O-])cc1,·,·,0%,·,-1%,-1%,-6%,-5,·,0%,17
C=CCN(c1ccccc1)S(=O)(=O)c1cccc(C(=O)NC2CCC(O)CC2)c1 (stereo unspecified),·,·,3%,·,-2%,8%,-2%,-8,·,-2%,-2
CCN(CC)CCCNC(=O)c1cc(Cl)c(NC(=O)C2=C(C)OCCS2)cc1OC,-25%,·,3%,-3%,1%,4%,1%,-1,·,-6%,-1
COC(=O)c1ccc(NC(=O)CN(c2ccc3c(c2)OCO3)S(C)(=O)=O)cc1,17%,-1%,1%,-16%,-1%,-11%,?,6,1%,-4%,-2
COc1cc(/C=C/C(=O)O)cc(S(=O)(=O)Nc2ccc3c(c2)OCO3)c1OC,7%,0%,6%,8%,-3%,11%,2%,5,10%,4%,14
Cc1ccc(C)c(NS(=O)(=O)c2cc(C(=O)NCCSC3CCCCC3)ccc2C)c1,19%,-2%,1%,-1%,-11%,-17%,8%,6,1%,0%,-7
CCCCSCCCNC(=O)c1ccc2c(c1)N(CC)C(=O)c1ccccc1S2=O (stereo unspecified),-15%,·,-1%,-11%,-3%,-5%,?,-43,-2%,-6%,17
CCOc1ccc2c(C)nc(NC3=NC(C)(C)C=C(C)N3)nc2c1,-3%,-2%,1%,-3%,4%,-22%,?,6,0%,-3%,-22
Cc1ccc(/C=C2\SC(=S)N(c3cccnc3)C2=O)cc1,-3%,0%,0%,8%,5%,4%,4%,-8,3%,9%,-15
O=C(COc1ccccc1/C=C1\SC(=S)NC1=O)Nc1ccc(F)cc1,·,·,1%,·,-2%,5%,-14%,?,·,·,0
O=C(Sc1cccc2cccnc12)c1ccccc1Br,31%[activator],?,2%,28%,·,21%,?,-10,0%,-19%,·
CN(C)CCCN(C(=O)C1=COCCO1)c1nc2ccc(Br)cc2s1,-9%,-5%,0%,-5%,-1%,-5%,6%,17,-3%,-10%,-3
COC(=O)c1sc(N)c(C(=O)OC)c1CSc1nnc(-c2ccccc2Cl)n1C,-11%,1%,0%,-3%,-8%,-8%,-2%,-11,3%,0%,51
Cc1ccc(Nc2c(F)c(F)c(F)c(F)c2C(=O)O)cc1,?,2%,3%,-14%,7%,10%,?,8,0%,1%,5
CC1CC(NS(=O)(=O)c2cc3c4c(c2)CCN4C(=O)CC3)CC(C)(C)C1 (stereo unspecified),·,·,2%,·,-2%,-6%,2%,27,·,1%,-9
C[C@@]12C(=O)Nc3cc(F)c(F)cc3C(=O)N1[C@H]1c3cc(Cl)ccc3OC[C@@H]1[C@@H]2c1ccccc1,·,·,-2%,·,-26%,-10%,?,-14,·,·,·
O=C(CN1C(=O)NC2(CCCc3ccccc32)C1=O)NCc1ccc(Cl)cc1Cl (stereo unspecified),12%,3%,0%,2%,-2%,7%,-3%,66,6%,2%,-6
CCOc1ccc(C(=O)CCC(=O)Nc2ccccc2C)cc1,-1%,-2%,-1%,-5%,-1%,-3%,-3%,6,2%,0%,-2
